From PubChem BioAssay
Diaphorase act = diaphorase activation or chemical reduction counter-screen; Diaphorase/resazurin coupled assay, resorufin fluorescence, 16 min; hits give high values; 1 = vehicle wells, 0 = NADH-free wells; 190,000 tested, 0.005% active; activation factor at 20 µM;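 active means diaphorase activity raised at least twofold by the compound at 20 µM; inactive means activation factor below 2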
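Material: purified diaphorase enzyme from Clostridium kluyveri; Also added: 0.114 mM NADH and 0.1 mM resazurin, final amounts; Doses: single compound dose of 20 µM, 1% DMSO final; Times: 16 min enzyme reaction, ambient temperature; Detection: resorufin fluorescence, excitation 544 nm, emission 590 nm; Measure: increased resorufin signal from activators or reducing compounds.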
TNAP inh no acc = TNAP (human) inhibition, acceptor-free conditions. inhibition, % at 20 µM. P05186. 200,000 tested, 0.26% active. purified TNAP, CDP-star luminescence, 30 min;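 active means tissue-nonspecific alkaline phosphatase inhibition above about 50% at 20 µM in the single-dose screen, limit read from the data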;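 further: 0% = DMSO negative control and 100% = EDTA positive control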
Target sequence (P05186 whole entry, looked up): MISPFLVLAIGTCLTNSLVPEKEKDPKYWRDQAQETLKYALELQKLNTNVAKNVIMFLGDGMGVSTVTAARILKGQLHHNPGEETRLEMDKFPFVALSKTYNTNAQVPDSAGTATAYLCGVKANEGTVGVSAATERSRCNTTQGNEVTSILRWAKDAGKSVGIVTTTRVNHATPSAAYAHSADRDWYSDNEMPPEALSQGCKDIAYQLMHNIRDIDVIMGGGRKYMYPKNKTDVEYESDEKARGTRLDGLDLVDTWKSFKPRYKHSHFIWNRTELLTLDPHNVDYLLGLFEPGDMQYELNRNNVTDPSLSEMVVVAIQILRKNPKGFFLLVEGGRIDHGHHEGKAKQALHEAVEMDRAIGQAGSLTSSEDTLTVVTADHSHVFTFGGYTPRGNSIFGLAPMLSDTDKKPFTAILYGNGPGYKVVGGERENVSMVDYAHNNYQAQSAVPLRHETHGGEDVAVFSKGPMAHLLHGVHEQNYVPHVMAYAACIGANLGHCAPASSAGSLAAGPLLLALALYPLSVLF
bIAP act = increases bovine intestinal alkaline phosphatase activity; purified bovine IAP, CDP-star luminescence, 30 min; hits give high values; fold of DMSO-control signal, blank-subtracted; activation factor at 20 µM; 200,000 tested, 0.17% active; AID 1016;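 active means activation factor of 2 or more at 20 µM, a signal rise over negative controls twice the positive control's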
Lmaj promast = inhibitors of Leishmania major promastigote growth; Leishmania major promastigotes, resazurin fluorescence viability; inhibition, % at 10 µM; 200,000 tested, 9% active; in the data active means inhibition above about 50%;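 further: promastigotes grown with compound for 44 hours at 28 °C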
TNAP act hi DEA = activators of human TNAP at high phosphate acceptor concentration; P05186; activation factor at 20 µM; 200,000 tested, under 10 active; purified TNAP, CDP-star luminescence, 1 M DEA, 30 min; hits give high values; 0 = EDTA background, 1 = DMSO-only activity;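 active means activation factor at least 2 at 20 µM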
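Dosing: 20 µM single point. System: human TNAP. Amount: TNAP 1/800 final. Incubation: 30 min, room temperature. Read-out: TNAP activation factor scaled between EDTA and DMSO control wells. Signal: luminescence from CDP-star hydrolysis. Medium: 1 M DEA, pH 9.8, Mg2+, Zn2+. Control set: EDTA negative control, DMSO positive control.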
PMI activator = activators of human phosphomannose isomerase; P34949; purified human PMI, coupled resazurin fluorescence, 20 min; hits give high values; 1 = vehicle control, 0 substrate-free wells; activation factor at 20 µM; 190,000 tested, 0.005% active;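 active means activation factor of 2 or more at 20 µM, relative to plate controls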
Target sequence (P34949 whole entry, looked up): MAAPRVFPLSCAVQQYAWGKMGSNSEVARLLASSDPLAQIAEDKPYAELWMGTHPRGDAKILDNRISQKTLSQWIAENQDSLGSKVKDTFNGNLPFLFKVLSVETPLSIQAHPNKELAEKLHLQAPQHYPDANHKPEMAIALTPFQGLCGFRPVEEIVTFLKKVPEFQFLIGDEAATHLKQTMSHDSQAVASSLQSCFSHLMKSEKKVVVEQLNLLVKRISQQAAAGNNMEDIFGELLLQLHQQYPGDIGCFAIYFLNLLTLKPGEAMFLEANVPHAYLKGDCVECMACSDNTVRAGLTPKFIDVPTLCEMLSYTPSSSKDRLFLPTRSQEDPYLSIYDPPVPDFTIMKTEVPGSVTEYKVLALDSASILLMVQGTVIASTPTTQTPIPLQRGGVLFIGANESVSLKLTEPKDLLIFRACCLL
bIAP inhibitor = blocks bovine intestinal alkaline phosphatase activity. purified bovine IAP, CDP-star luminescence, 30 min. inhibition, % at 20 µM. 190,000 tested, under 10 active;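 active means over 50% inhibition of intestinal alkaline phosphatase at 20 µM in the single-dose screen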
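Incubation: 30 min reaction at room temperature / Material: purified bovine intestinal alkaline phosphatase (IAP) enzyme / Input: enzyme at 1/65,000,000 dilution / Dosing: 20 µM single dose / Signal: CDP-star luminescence signal / Reagent: CDP-star chemiluminescent phosphatase substrate, 30 µM final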
TNAP inh hiacc = blocks human TNAP under high phosphate acceptor concentration; inhibition, % at 20 µM; purified TNAP, CDP-star luminescence, 1 M DEA; 200,000 tested, 0.03% active; P05186;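 active means over 50% inhibition of tissue-nonspecific alkaline phosphatase at 20 µM in the single-dose screen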;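 further: plate controls were DMSO wells for no effect and EDTA-quenched wells as full inhibition for full effect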
PMI act satM6P = increases human PMI activity with near-saturating mannose 6-phosphate; P34949; coupled PMI enzyme assay, resazurin fluorescence, 20 min; hits give high values; 1 = untreated enzyme, 0 = substrate-free blank; activation factor at 20 µM; 190,000 tested, 0.34% active; AID 1216;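 active means activation factor of 2 or more at 20 µM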
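Test system: human phosphomannose isomerase with PGI, G6PDH, diaphorase coupling enzymes / Doses: 20 µM compound, 1% DMSO / Times: enzyme reaction with compound 20 min at room temperature / Measured by: Diaphorase-driven resazurin-to-resorufin fluorescence, excitation 544, emission 590 nm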
Diaphorase inh = diaphorase inhibition or chemical oxidation counter-screen. diaphorase resazurin-to-resorufin fluorescence, NADH, 16 min; bacterial (C. kluyveri) enzyme, not human. inhibition, % at 20 µM. 190,000 tested, 0.69% active;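 active means primary screen inhibition at 20 µM above a set limit, cut at about 50% in these data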;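 further: plate controls were DMSO with full reaction for no effect and wells lacking NADH for full effect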
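Assay system – diaphorase enzyme from Clostridium kluyveri · Amount – diaphorase 0.14 U/mL (working solution) · Times – reaction incubation of 16 min at room temperature · Controls – No-NADH positive control and DMSO neutral control · Signal – resorufin fluorescence 544/590 nm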
The depositor's hits bear a star; . = no result given.

The first 3 records as a preview:
#1 O=C(CCSc1nnc2ccccn12)Nc1ccc2c(c1)OCO2
#2 COc1ccc(S(=O)(=O)NCC2CCCN(Cc3ccc(C)o3)C2)cc1 (stereo unspecified)
#3 Cc1nn(-c2ccccc2)c(Cl)c1C1C(C#N)=C(N)OC2=C1C(=O)CCC2 (stereo unspecified)

assay / compound	1	2	3
Diaphorase act	0.9	1.1	1
TNAP inh no acc	-14	0	2
bIAP act	1.1	1	0.9
Lmaj promast	-1	21	1
TNAP act hi DEA	1	1.1	1
PMI activator	1	0.9	1.1
bIAP inhibitor	-8	-4	8
TNAP inh hiacc	-3	-7	-4
PMI act satM6P	1	0.9	1.1
Diaphorase inh	6	-14	0

Main list, repeating the preview:
#1 O=C(CCSc1nnc2ccccn12)Nc1ccc2c(c1)OCO2
#2 COc1ccc(S(=O)(=O)NCC2CCCN(Cc3ccc(C)o3)C2)cc1 (stereo unspecified)
#3 Cc1nn(-c2ccccc2)c(Cl)c1C1C(C#N)=C(N)OC2=C1C(=O)CCC2 (stereo unspecified)
#4 Cc1cc(C)cc(NCc2cc(=O)oc3cc(-c4ccccc4)c(O)cc23)c1
#5 O=C(COC(=O)c1ccc(Br)o1)NCCc1ccccc1
#6 CC(=O)c1c(C)[nH]c(C(=O)OCC(=O)Nc2cccc(S(=O)(=O)N3CCCC3)c2)c1C
#7 NC(=O)NCC12CC3CC(CC(C3)C1)C2
#8 Cc1ccc(C2C(C#N)=C(N)Oc3n[nH]c(C)c32)cc1 (stereo unspecified)
#9 COc1ccc(-c2csc(Nc3ccc(S(=O)(=O)Nc4cc(C)on4)cc3)n2)cc1
#10 NC(=O)C1CCN(C(=O)CN2CCN(c3cccc(C(F)(F)F)c3)CC2)CC1

assay / compound	1	2	3	4	5	6	7	8	9	10
Diaphorase act	0.9	1.1	1	0.8	0.9	0.7	1	0.8	0.7	0.9
TNAP inh no acc	-14	0	2	-8	-4	-8	-3	-6	-13	-18
bIAP act	1.1	1	0.9	1	1.1	0.9	0.9	0.9	1	1
Lmaj promast	-1	21	1	40	-8	-3	7	49	-8	-1
TNAP act hi DEA	1	1.1	1	1	1	1	1	1	1.1	1
PMI activator	1	0.9	1.1	0.9	1	0.9	0.9	0.9	0.9	1
bIAP inhibitor	-8	-4	8	0	-6	13	11	11	3	3
TNAP inh hiacc	-3	-7	-4	-1	0	-4	2	-4	-7	-4
PMI act satM6P	1	0.9	1.1	1	1	0.9	1	0.9	0.9	1
Diaphorase inh	6	-14	0	16	6	27	-2	24	31	9

#11 CCOc1cc2[nH]c(=S)n(CCN3CCC(C)CC3)c(=O)c2cc1OCC
#12 c1ccc(CCNc2nc3ccccc3s2)cc1
#13 CNC(=O)c1ccc(NC(=O)/C=C/c2cccc(F)c2)cc1
#14 CCCCCC1CC(/C(C)=N/NC(N)=O)OC1=O (stereo unspecified)
#15 Cn1nnnc1CCOCCc1nnnn1C
#16 NC(=O)NCCN1CCN(c2ncc(C(F)(F)F)cc2Cl)CC1
#17 c1ccc(-c2noc(C34CC5CC(CC(C5)C3)C4)n2)cc1
#18 Cc1cc(C)n(S(=O)(=O)c2cc(C)c(C)cc2C)n1
#19 O=c1c2c3c(sc2ncn1/N=C/c1ccncc1)CCCC3
#20 NC(=O)NC(Cc1ccccc1)c1ccccc1 (stereo unspecified)

assay / compound	11	12	13	14	15	16	17	18	19	20
Diaphorase act	0.9	0.9	0.9	0.9	0.8	1	0.8	0.9	1	0.9
TNAP inh no acc	-7	-6	-5	-11	-8	-11	-11	-10	-11	-14
bIAP act	1.1	0.8	1	1	1	1.1	0.4	0.9	1	1
Lmaj promast	3	-7	-2	1	-7	11	-1	12	7	-8
TNAP act hi DEA	1	1.1	1	1	1.1	1	1	1	1	1.1
PMI activator	1	0.9	1	0.9	0.8	1.1	0.9	0.9	1	1.1
bIAP inhibitor	-10	16	2	3	0	-6	.	8	3	3
TNAP inh hiacc	-1	-5	0	-3	-5	-1	-4	-1	-1	-8
PMI act satM6P	1.1	0.9	1	0.9	0.9	1.1	0.9	0.9	1	1.1
Diaphorase inh	10	10	5	7	16	0	21	13	2	11

#21 O=C(O)/C(=C1\OC(=O)c2ccccc21)c1ccccc1
#22 CC1=C(C(=O)OC2CCCCC2)C(c2ccco2)C2=C(CC(C)(C)CC2=O)N1 (stereo unspecified)
#23 COc1ccc(Cl)c(NCCC(=O)O)c1
#24 CC(C)(C)c1ccc(C(=O)Nc2ccc(NC(=O)C(=O)O)cc2)o1
#25 C#CCNC(=O)C1=C[C@H](C2CCCCC2)[C@@H](CCCO)[C@H](OCC)O1
#26 CC(Sc1nnc2ccccn12)C(=O)Nc1ncc(Cl)cc1Cl (stereo unspecified)
#27 CCN(CC)CCNCc1cc(Cl)c(OCC(=O)Nc2ccccc2)c(OC)c1
#28 COCc1cc(=O)n2[nH]c(-c3ccc(C)cc3)cc2n1
#29 Cc1ccc(C)c(C(=O)Nc2cc(C)nn2-c2nc(C)cc(C)n2)c1
#30 CC1CCCCN1C(=O)Nc1cccc(Cl)c1 (stereo unspecified)

assay / compound	21	22	23	24	25	26	27	28	29	30
Diaphorase act	1	0.8	0.9	0.9	0.8	0.8	1.1	0.8	0.7	1
TNAP inh no acc	-4	-14	-3	-7	-8	1	-11	-8	-4	-11
bIAP act	0.9	0.7	0.9	1.1	1	1	1	0.9	1.1	0.9
Lmaj promast	-6	59*	-7	-2	1	-11	23	20	29	8
TNAP act hi DEA	1	1	1	1	1	1	1	1	1	1.1
PMI activator	1.3	1	1	0.9	0.9	0.9	1	0.8	0.9	1
bIAP inhibitor	11	26	11	-5	4	0	-4	5	-14	13
TNAP inh hiacc	-2	-2	-1	-2	-5	-3	-4	1	1	-7
PMI act satM6P	1.3	0.9	0.9	0.9	0.9	0.9	1.1	0.8	0.9	1
Diaphorase inh	-1	18	12	13	15	22	-8	16	27	-4

#31 Cc1ccc(C(=O)Nc2ncc(Cc3ccc(F)cc3)s2)o1
#32 CCCCCC(=O)NNC1=NCC(Cc2ccccc2)S1 (stereo unspecified)
#33 S=C(Nc1ccccc1)c1ccccn1
#34 O=C(OCC(=O)N1CCc2ccccc21)c1cccc(S(=O)(=O)N2CCCc3ccccc32)c1
#35 CC(C)Oc1ccc(/C=C(\NC(=O)/C=C/c2ccco2)C(=O)NCCc2nc3ccccc3[nH]2)cc1
#36 COc1nccnc1NS(=O)(=O)c1ccc(NC(=S)NC(=O)/C=C/c2ccc(F)cc2)cc1
#37 Nc1c(C(=O)N2CCOCC2)sc2nc3c(cc12)CCC3
#38 CCOc1ccc(NC(=O)CC2SC(N)=NC2=O)c([N+](=O)[O-])c1 (stereo unspecified)
#39 CCCCC(=O)Nc1cccc(-c2cn3ccccc3n2)c1
#40 CCOC(=O)CSc1nnc(CNc2cccc(Cl)c2)n1-c1ccccc1

assay / compound	31	32	33	34	35	36	37	38	39	40
Diaphorase act	0.8	1	0.9	1	0.9	0.8	.	1	0.8	1
TNAP inh no acc	-6	-159	0	-12	4	-8	-4	-6	-4	-8
bIAP act	0.9	1	0.9	1	1.4	0.9	1	1	0.9	1
Lmaj promast	-9	-3	47	98*	-6	-7	-4	-3	7	-3
TNAP act hi DEA	1	1	1	1	1	1	1	1	1	1.1
PMI activator	0.8	1	0.9	0.9	0.9	0.9	.	1.1	0.8	0.9
bIAP inhibitor	6	-4	5	4	-36	6	1	2	11	-2
TNAP inh hiacc	-2	-2	0	-4	3	-2	0	-1	2	-8
PMI act satM6P	0.9	1	1	1	1	0.9	.	0.9	0.9	1
Diaphorase inh	21	-3	10	3	12	23	.	4	18	0

#41 OCCCCCN=c1cc(-c2ccccc2)oc2ccc(Cl)cc12
#42 O=C(c1ccc2c(c1)OCCO2)N1CCN(Cc2ccccc2)CC1
#43 CCC(C)c1ccc(NC(=S)NCc2ccccn2)cc1 (stereo unspecified)
#44 Cc1c(/C=C/C(=O)c2ccccc2O)cnn1C
#45 Cc1cc(C(=O)N/N=C/C=C/c2ccccc2[N+](=O)[O-])c(C)o1
#46 O=C(C1CCN(S(=O)(=O)c2cccc3cccnc23)CC1)N1CCN(C2CCCC2)CC1
#47 O=[N+]([O-])c1cccc(-c2ncc3ccccn23)c1

assay / compound	41	42	43	44	45	46	47
Diaphorase act	1	0.9	0.9	0.9	0.9	0.9	1
TNAP inh no acc	-5	-4	-22	-6	-10	-3	-16
bIAP act	1	1	0.6	0.9	1	0.8	1
Lmaj promast	95*	-4	0	1	1	-8	-5
TNAP act hi DEA	1	1	1.1	1	1	1	1
PMI activator	0.9	0.9	0.9	0.9	1	1.1	1.1
bIAP inhibitor	-5	0	41	13	0	22	3
TNAP inh hiacc	-2	-4	-8	-1	2	-3	-5
PMI act satM6P	1	0.9	1	0.8	0.9	1.1	1
Diaphorase inh	4	7	12	10	10	6	4

An excerpt of these results, bar-delimited:
cpd | SMILES | Diaphorase act | TNAP inh no acc | bIAP act | Lmaj promast | TNAP act hi DEA | PMI activator | bIAP inhibitor | TNAP inh hiacc | PMI act satM6P | Diaphorase inh
42 | O=C(c1ccc2c(c1)OCCO2)N1CCN(Cc2ccccc2)CC1 | 0.9 | -4 | 1 | -4 | 1 | 0.9 | 0 | -4 | 0.9 | 7
43 | CCC(C)c1ccc(NC(=S)NCc2ccccn2)cc1 (stereo unspecified) | 0.9 | -22 | 0.6 | 0 | 1.1 | 0.9 | 41 | -8 | 1 | 12
